# PMI inhibitors = inhibitors of human PMI, primary screen, biochemical, fluorescence intensity, coupled assay (AID 1209); purified PMI enzyme, coupled fluorescence intensity; higher % means a stronger effect; inhibition, % at 20 µM; hits with a dose series show IC50 in µM; 190,000 compounds, 0.42% hits;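 also: plate controls were DMSO vehicle for no effect and wells lacking substrate for full effect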
# WT yeast gro inh = growth inhibition of WT strain, primary screen, mitochondrial fusion inhibitor project, WT and mutant strains, chemical genetic; mitochondrial fusion phenotypic screen; inhibition, % at 10 µM; 190,000 compounds, 2.1% hits; in the data active = inhibition above about 58%; tested in S. cerevisiae
# Insulin prom up = insulin promoter activators in MIN6 cells, imaging, high-content screening, mouse beta cells | MIN6 insulin promoter-GFP reporter; stronger effect = higher value | z-score at 5 µM | 190,000 compounds, 0.3% hits;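 active = z-score above 3 at 5 µM with at least 500 cells counted in the well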
# Autophagy mod = autophagy modulators in MEF cells, primary screen, imaging, high-content, MEF GFP-LC3. AID 463193, 2010. calls only at 10 µM (by protocol). 190,000 compounds, 0.98% hits. MEF GFP-LC3 puncta imaging; test concentration mostly 10 µM;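 active = percentage of spot-positive cells more than 3 SD above its plate mean, without a fluorescence outlier flag or 80% toxicity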;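 also: spot-positive cell cutoff set from DMSO-treated cells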
# human PMI inhibitors = human PMI inhibitors, high substrate, primary screen, biochemical, fluorescence intensity, high mannose 6-phosphate (AID 1220). Mannose-6-phosphate isomerase (Homo sapiens). recombinant PMI enzyme, coupled fluorescence intensity; higher % means a stronger effect. inhibition, % at 20 µM, or IC50 in µM where a hit was titrated. 190,000 compounds, 0.66% hits
# bCat nuc transl = modulators of beta-catenin nuclear translocation, primary screen, imaging, HeLa cells, immunofluorescence, high-content; nuclear translocation activity, % at 5 µM; 190,000 compounds, 0.3% hits;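 active = nuclear translocation activity above 50% at 5 µM, with a well cell count of 50 or more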;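 also: per-cell ratio of nuclear to cytoplasmic median beta-catenin stain intensity; plate controls were DMSO negative control for no effect and GSK-3 inhibitor IX positive control for full effect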
#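 Technique: fluorescence imaging of beta-catenin antibody stain plus DAPI / Material: human HeLa cell line / Incubation: compound treatment 24 h, 37°C, 5% CO2 / Read-out basis: % activation of per-cell nuclear versus cytoplasmic median beta-catenin signal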
# Dynein transport = inhibitors of GR-EGFP nuclear translocation, primary screen, dynein cargo transport inhibitor project, imaging, high-content, 3617.4 mouse cells. test concentration mostly 20 µM; stimulated with dexamethasone, 1 µM; stronger effect = lower value. z-score, hits read low. 220,000 compounds, 0.47% hits. AID 1381, 2008;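 active = plate z-score of nuclear minus cytoplasmic receptor signal below a set negative limit, without overly bright fluorescence or cell loss, cut at about -3.5 in these data, passing the limit was not always enough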;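 also: z-score of nuclear minus cytoplasmic ring GR-EGFP intensity difference per well; some compounds called inactive have numbers as strong as hits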
#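 Buffer or medium: tet-free medium with charcoal-stripped serum / Also added: dexamethasone agonist, 1.0 µM final, for 30 min / Timing: induction 48 h, compound 1 h, agonist 30 min / Measured by: high-content fluorescence imaging after fixation / Read-out: nuclear-to-cytoplasmic GR-EGFP distribution per well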
# Yfh1-off respiration = enhancers of respiration in Yfh1-depleted yeast, dose response, Friedreich's ataxia, plus single-dose screen (AID 1465). 220,000 compounds, 0.074% hits. S. cerevisiae Yfh1-off respiration, WST-1 reduction, 72 h; higher fold induction means a stronger effect. one-dose fold induction at 50 µM; EC50 in µM for titrated hits;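 active = fold induction of absorbance versus untreated yeast above a set limit, then at least 30% activation at any dose in follow-up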;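 also: activators that raise dye reduction in frataxin-depleted yeast; strong numbers were not always called active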
# MT stabilizer = microtubule stabilizers in HeLa cells, primary screen, imaging, high-content imaging; 200,000 compounds, 0.83% hits; % tubulin-high responders, % at 10 µM; HeLa tubulin immunostaining HCS, 24 h; share of cells brighter than vehicle mean+2SD;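 active = plate Z-score above 3 for both tubulin-high and condensed-nucleus cell shares, with cell loss under 80%, at 10 µM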;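 also: anti alpha tubulin signal scored within the nucleus-defined area of each cell; some results filed as inactive read as strong as hits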
# WT yeast gro inh mutant strain = also measured in WT yeast gro inh; calls as there; inhibition, %; mitochondrial fusion phenotypic screen, mutant strain inhibition
# Dynein transport cytoplasmic EGFP = second read-out of Dynein transport, no call of its own (marks repeat the call); z-score; measured here: cytoplasmic GR-EGFP intensity; stronger effect = higher value
# Dynein transport nuclear GR-EGFP = second read-out of Dynein transport, no call of its own (marks repeat the call); z-score; measured here: nuclear GR-EGFP intensity;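 lower value marks the stronger effect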
# Dynein transport cell count = also measured in Dynein transport; calls as there; z-score; measured here: cell count per field
# Insulin prom up cell count = further read-out of Insulin prom up, marked with its call; cell count; measured here: cytotoxicity, nuclei count;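 total cells summed across four imaged fields per well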
# bCat nuc transl cell count 5 µM = second read-out of bCat nuc transl, no call of its own (marks repeat the call); cell count; measured here: cell count, cytotoxicity flag
# MT stabilizer Hoechst-high % = also measured in MT stabilizer; calls as there; % Hoechst-high responders; measured here: nuclear condensation Hoechst responders;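 share of cells brighter than vehicle mean plus two SD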
# MT stabilizer cytotoxicity % = recorded beside MT stabilizer, whose call it bears; toxicity, %; measured here: cytotoxicity by cell density;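 0% = mean cell density of plate MIN control wells and 100% = no cells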
# Autophagy mod cell loss 18 h = further read-out of Autophagy mod, marked with its call; toxicity, %; measured here: cell loss, nuclei count;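 cell loss after 18 h compound exposure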
# Starred values were filed as active, the others as inactive; i = inactive; . = no result given. Rule as the data show it, unless noted: active = inhibition above about 50%; inactive = the rest.
# Start of the data: the first five entries, to show the layout:
SMILES,PMI inhibitors,WT yeast gro inh,WT yeast gro inh mutant strain,Insulin prom up,Insulin prom up cell count,Autophagy mod,Autophagy mod cell loss 18 h,human PMI inhibitors,bCat nuc transl,bCat nuc transl cell count 5 µM,Dynein transport,Dynein transport cytoplasmic EGFP,Dynein transport nuclear GR-EGFP,Dynein transport cell count,Yfh1-off respiration,MT stabilizer,MT stabilizer Hoechst-high %,MT stabilizer cytotoxicity %
CCN1C(=O)/C(=C2/C=CC=CN2C)SC1=S,10%,-3,11,.,.,i,10,9%,-1.2,1103,-0.26,-0.32,0.2,-0.43,i,3.6,1.9,2.4
COc1ccc(OCC(=O)Nc2ccc(S(=O)(=O)N3CCN(C)CC3)cc2)cc1,15%,8,-5,-0.39,1584,i,-9,13%,-1.9,1051,-0.41,-0.3,0.016,0.17,i,1.1,1.2,7.3
CCN(CC)S(=O)(=O)c1ccc(NC(=O)C(C)N(c2ccc(OC)cc2)S(C)(=O)=O)cc1 (stereo unspecified),9%,2,-31,2.1,753,i,26,4%,-3.0,1074,-0.18,0.41,0.42,-0.19,i,1.4,1.1,4.9
COCCCn1c(SCC(=O)N(C)C)nnc1-c1ccccc1,-10%,4,14,0.05,1712,i,1,-6%,-0.7,981,0.15,-0.39,-0.024,-0.15,i,3.7,2.5,18
CC/C(=N/NC(=O)c1ccc(Br)cc1)c1ccc(OCCN2CCOCC2)cc1,-5%,2,15,-0.07,1335,i,1,-8%,-2.3,563,-0.081,-0.26,-0.1,0.59,i,1.8,3.0,6.9

# The list itself, from the start:
SMILES,PMI inhibitors,WT yeast gro inh,WT yeast gro inh mutant strain,Insulin prom up,Insulin prom up cell count,Autophagy mod,Autophagy mod cell loss 18 h,human PMI inhibitors,bCat nuc transl,bCat nuc transl cell count 5 µM,Dynein transport,Dynein transport cytoplasmic EGFP,Dynein transport nuclear GR-EGFP,Dynein transport cell count,Yfh1-off respiration,MT stabilizer,MT stabilizer Hoechst-high %,MT stabilizer cytotoxicity %
CCN1C(=O)/C(=C2/C=CC=CN2C)SC1=S,10%,-3,11,.,.,i,10,9%,-1.2,1103,-0.26,-0.32,0.2,-0.43,i,3.6,1.9,2.4
COc1ccc(OCC(=O)Nc2ccc(S(=O)(=O)N3CCN(C)CC3)cc2)cc1,15%,8,-5,-0.39,1584,i,-9,13%,-1.9,1051,-0.41,-0.3,0.016,0.17,i,1.1,1.2,7.3
CCN(CC)S(=O)(=O)c1ccc(NC(=O)C(C)N(c2ccc(OC)cc2)S(C)(=O)=O)cc1 (stereo unspecified),9%,2,-31,2.1,753,i,26,4%,-3.0,1074,-0.18,0.41,0.42,-0.19,i,1.4,1.1,4.9
COCCCn1c(SCC(=O)N(C)C)nnc1-c1ccccc1,-10%,4,14,0.05,1712,i,1,-6%,-0.7,981,0.15,-0.39,-0.024,-0.15,i,3.7,2.5,18
CC/C(=N/NC(=O)c1ccc(Br)cc1)c1ccc(OCCN2CCOCC2)cc1,-5%,2,15,-0.07,1335,i,1,-8%,-2.3,563,-0.081,-0.26,-0.1,0.59,i,1.8,3.0,6.9
Cc1cccc(OCCCC(=O)NCCc2ccccc2)c1,0%,-1,4,0.14,1402,i,2,6%,-1.9,482,0.079,-0.26,0.086,0.83,i,1.8,2.6,0.5
CC(=O)N(CCS(=O)(=O)c1ccc(Cl)cc1)Cc1cccs1,.,.,.,-0.24,1448,.,.,.,1.3,1018,-0.49,-0.17,-0.31,0.57,i,.,.,.
O=C(COc1ccccc1F)NNC(=O)c1ccc(N2CCCCC2)c([N+](=O)[O-])c1,12%,22,17,0.6,1405,i,-3,16%,0.0,988,0.47,-0.25,-0.075,-0.28,i,2.5,1.6,0.3
O=C(COC(=O)c1ccc(Cl)nc1)NCCC1=CCCCC1,1%,-14,7,-0.55,1236,i,2,-2%,-2.5,1033,-0.028,-0.27,0.27,0.28,i,4.6,2.2,7.6
COC(=O)c1sccc1NC(=O)CSc1nnnn1-c1ccccc1C,4%,10,-2,.,.,i,5,4%,.,.,1.1,0.13,0.49,-1.7,i,1.1,2.1,12
Cn1c(=O)c2c(nc(SCC(=O)c3ccccc3F)n2C)n(C)c1=O,.,13,7,-0.31,997,i,53,.,1.1,1558,-0.78,-0.2,-0.58,-0.2,i,1.7,2.4,1.1
COc1ccc(-n2c(=S)[nH]c3sc4c(c3c2=O)CCN(C)C4)cc1,.,.,.,-0.61,1075,.,.,.,0.3,1290,0.14,-0.26,0.15,0.093,i,.,.,.
O=[N+]([O-])c1ccccc1OCCCNCc1ccccc1,-19%,4,4,.,.,i,-29,-17%,0.1,1080,0.39,-0.18,0.32,-0.74,i,3.4,1.9,12
O=C(/C=C/c1cccs1)Nc1nccs1,-12%,5,-11,-0.42,1163,i,-16,-8%,-0.2,996,-1.6,0.73,-0.99,9.1,i,4.1,2.1,13
O=C(NCCSc1c[nH]c2ccccc12)c1c(F)cccc1F,14%,11,-18,0.11,1351,i,5,0%,-3.4,1162,1.8,-0.12,1.5,-1.9,i,3.6,1.4,14
CCSc1nnc(NC(=O)c2ccc(C)o2)s1,7%,-1,8,.,.,i,0,7%,-0.9,1010,0.036,0.047,-0.045,0.77,i,3.0,2.4,3.9
CCS(=O)(=O)N1CCN(C(=O)c2ccccc2[N+](=O)[O-])CC1,-11%,-1,9,1.1,1607,i,0,-9%,-2.7,960,0.028,-0.28,0.53,0.15,i,3.8,2.3,7.5
C#Cc1ccc([C@H]2C=C(C(=O)NCc3ccccc3)O[C@@H](OCC)[C@@H]2CCCO)cc1,10%,13,13,-1.6,1359,i,17,8%,-0.9,1163,0.52,-0.3,0.73,-0.7,i,3.0,1.3,8.0
COC(C[C@@H]1O[C@@H]1[C@@H](O)[C@H](C)OCc1ccccc1)OC,.,.,.,0.18,1000,.,.,.,1.0,1331,-0.41,-0.78,-0.16,0.23,i,.,.,.
O=C(c1ccccc1)c1ccc(OCC(O)CN2CCCCC2)cc1 (stereo unspecified),4%,35,3,-0.22,1801,i,-12,10%,0.6,1006,-0.092,-0.21,0.13,1.4,i,1.0,2.2,4.8
C/C(CC(=O)NC1CCCCC1)=N\NC(=O)c1ccccn1,0%,-3,-8,-0.36,1476,i,-9,6%,-0.1,1015,0.91,-0.24,1.1,-0.88,i,2.9,1.2,10
CCc1ccc(NC(=O)N(CCN2CCOCC2)C2CCN(C(C)=O)CC2)cc1,-11%,-3,-3,-0.66,1408,i,18,-8%,-1.1,987,-0.19,-0.31,0.23,0.13,i,6.8,3.8,13
Cc1ccc(-c2ccnc3nc(Sc4ncc(C(F)(F)F)cc4Cl)nn23)cc1,6%,19,15,-1.1,1284,i,-20,6%,-0.2,1318,-0.18,0.13,0.27,1.1,i,3.9,1.7,5.0
CCN1CCN(Cc2ccc(NC(=O)c3ccc(C)c(NC(=O)N4CCNC4=O)c3)cc2C(F)(F)F)CC1,.,.,.,-2.4,733,.,.,.,-6.7,1139,-0.16,-0.76,-0.13,-0.14,i,.,.,.
CCCOP(=O)(c1ccc(N(C)C)cc1)C(Nc1ccccc1)c1ccc(N(C)C)cc1 (stereo unspecified),6%,18,5,0.31,1443,i,-9,-3%,-0.8,1062,0.22,-0.19,0.62,-1.2,i,3.6,4.9,7.9

# (continued)
SMILES,PMI inhibitors,WT yeast gro inh,WT yeast gro inh mutant strain,Insulin prom up,Insulin prom up cell count,Autophagy mod,Autophagy mod cell loss 18 h,human PMI inhibitors,bCat nuc transl,bCat nuc transl cell count 5 µM,Dynein transport,Dynein transport cytoplasmic EGFP,Dynein transport nuclear GR-EGFP,Dynein transport cell count,Yfh1-off respiration,MT stabilizer,MT stabilizer Hoechst-high %,MT stabilizer cytotoxicity %
C/C(Cl)=C\CSc1nnc2n(N)c(=O)c3ccccc3n12,9%,-25,-40,.,.,i,-18,2%,.,.,-0.32,-0.21,-0.0037,0.36,i,2.1,2.4,4.8
C/C(CC1CC(COCC(C)C)OC1=O)=N\Nc1nc(-c2ccccc2)cs1 (stereo unspecified),-2%,6,15,-0.9,1889,i,-2,-6%,-1.8,1113,-0.79,-0.18,-0.66,0.22,i,1.6,1.9,10
CCOC(=O)c1c(NC(=O)CSc2nnc(-c3ccccc3)o2)sc(C(C)=O)c1C,10%,-31,-30,1.8,823,i,8,6%,0.6,1017,-0.53,0.088,0.023,0.91,.,1.5,1.3,0.8
NC(=O)c1cc(-c2ccccc2)sc1NC(=O)Cc1ccc(S(=O)(=O)N2CCOCC2)s1,18%,-1,-8,-0.36,965,i,0,6%,0.9,1167,-0.29,-0.14,-0.28,0.79,i,1.9,1.7,5.5
CCOC(=O)c1c(C)[nH]c(C)c1C(=O)CSc1nnc(-c2ccncc2)n1Cc1ccccc1,-3%,1,-24,0.21,870,i,9,-10%,.,.,-0.99,-0.44,-0.66,1,i,1.2,2.1,13
Cc1nc(C(N)=O)nc2ccccc12,.,.,.,0.09,1368,.,.,.,-5.5,1197,0.13,-0.28,0.011,0.5,i,.,.,.
CCOC(=O)C(=CNc1ccc(OC)cc1[N+](=O)[O-])C(=O)OCC,.,.,.,-0.29,1496,.,.,.,-2.6,1140,-0.18,-0.22,-0.12,-0.43,i,.,.,.
CCOC(=O)c1nn(-c2ccccc2)c(=O)c(C#N)c1C,-1%,6,16,1.1,597,i,-2,-12%,-5.7,1035,-0.75,-0.2,-0.44,1.1,i,2.3,2.0,8.1
O=C(NCc1ccccc1)c1cccc(COc2ccccc2Cl)c1,6%,-10,-3,-0.32,1536,i,-30,4%,4.0,1379,-0.89,-0.23,0.098,1.6,.,1.4,2.7,7.9
Nc1ccc(NC(=O)c2cccs2)cc1,1%,8,-12,0.77,1507,i,18,6%,-1.4,1054,0.5,-0.15,0.59,-1.7,i,2.7,1.1,4.6

# This is a random part of the collection; about 5% have a hit in one of these screens.
